STAT1 activator: increases IFN-gamma driven STAT1 reporter signal. NIH 3T3 STAT1-luciferase reporter, luminescence; 100% = IFN-gamma alone, no compound. activation (% of control), % at 5.5 µM. actives 2.6% (n = 200,000);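 active means activation above the screen-wide mean activation plus 3 SD, cut at about 130% in these data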;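 further: raw ratio to IFN-gamma control signal so 100% means no change and 0% no light; values of inactives mirror those of a sister screen read the other way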
RAM inhibit: blocks the yeast RAM network. S. cerevisiae dse1pr::URA3 reporter, 5-FOA growth OD615, 2 d; analog-sensitive cbk1-as2 kinase mutant strain. inhibition, % at 50 µM. actives 1.8% (n = 190,000). AID 868;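 active means inhibition above a set limit, 3 SD over mean compound inhibition, cut at about 8.4% in these data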;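 further: 0% = DMSO-only wells with no growth and 100% = 10 µM 1-NA-PP1 full growth; inhibition rescues growth on 5-FOA so higher OD means more RAM inhibition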
Hsp70 act: transcriptional activators of Hsp70; HeLa Hsp70 promoter luciferase reporter, luminescence; scaled: vehicle 0, proteasome-inhibitor control 100%; activation, % at 10 µM; actives 0.04% (n = 200,000);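 active means activation above the mean across all tested compounds plus 3 SD, cutoff set per campaign, cut at about 5.5% in these data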;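 further: 100% = MG132 at 30 µM as the positive control and 0% = DMSO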
FLuc inh counter: counter-screen for luciferase assay inhibitors: firefly luciferase inhibition | actives 1.5% (n = 200,000) | ATPLite firefly luciferase biochemical luminescence, 10 min | inhibition, % at 10 µM;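 active means inhibition above about 50% when tested at 10 µM, limit read from the data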
Target sequence (P08659 whole entry, looked up): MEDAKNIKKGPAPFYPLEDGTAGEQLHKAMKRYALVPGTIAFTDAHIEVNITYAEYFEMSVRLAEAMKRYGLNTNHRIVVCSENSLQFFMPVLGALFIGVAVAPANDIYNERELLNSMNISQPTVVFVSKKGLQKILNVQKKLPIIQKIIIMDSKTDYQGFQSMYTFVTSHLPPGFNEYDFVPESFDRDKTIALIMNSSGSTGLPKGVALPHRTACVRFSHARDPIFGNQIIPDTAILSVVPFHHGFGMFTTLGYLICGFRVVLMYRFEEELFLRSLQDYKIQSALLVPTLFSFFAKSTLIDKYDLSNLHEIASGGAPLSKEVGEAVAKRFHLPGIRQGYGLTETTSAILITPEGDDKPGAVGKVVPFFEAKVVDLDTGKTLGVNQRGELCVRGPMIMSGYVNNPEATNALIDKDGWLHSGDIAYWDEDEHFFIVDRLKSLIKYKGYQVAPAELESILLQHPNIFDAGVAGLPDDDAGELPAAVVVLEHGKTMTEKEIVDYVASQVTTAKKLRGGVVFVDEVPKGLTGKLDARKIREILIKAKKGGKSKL
STAT3 blocker: STAT3 signaling inhibition; U3A cells, IL-6 STAT3-luciferase reporter, luminescence; host cell line lacks STAT1; inhibition, % at 5.5 µM; actives 0.89% (n = 190,000);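 active means inhibition above the mean inhibition across all screened compounds plus 3 SD, cut at about 44% in these data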;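 further: 0% = DMSO only wells and 100% = 100 µM nifuroxazide control wells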
APP transl inh: APP translation inhibition. inhibition, % at 2 µM. actives 0.82% (n = 190,000). SH-SY5Y APP 5'UTR-luciferase reporter, luminescence;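 active means inhibition above a set limit, derived from the sample mean plus 3 SD, cut at about 45% in these data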; further: values of inactives mirror those of a sister screen read the other way
APP 5'UTR act: activates APP 5'UTR luciferase reporter; actives 1% (n = 190,000); SH-SY5Y APP 5'UTR luciferase reporter, luminescence; zero percent = DMSO vehicle wells; activation, % at 2 µM; AID 1276;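 active means activation above a set limit, based on mean plus 3 SD of controls, cut at about 140% in these data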; further: values of inactives mirror those of a sister screen read the other way
STAT3 act: STAT3 signaling activation; U3A cells, IL-6 STAT3-luciferase reporter, luminescence; 100% = signal with IL-6 EC80 alone; activation (% of control), % at 5.6 µM; actives 0.91% (n = 190,000); AID 871;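 active means activation above the screen-wide mean of compound activation plus 3 SD, cut at about 130% in these data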;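 further: 0% = background luminescence of wells with medium and substrate only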
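Material: human U3A cells carrying STAT3-luciferase construct. Measured by: reporter luminescence signal. Timing: compound 1 h, then IL-6 6 h at 37 °C.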
STAT1 blocker: inhibitors of IFN-gamma induced STAT1 signaling; NIH 3T3 STAT1-luciferase reporter, luminescence; AID 920; inhibition, % at 5.5 µM; actives 0.35% (n = 200,000);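 active means inhibition above a set limit, the mean inhibition across all tested compounds plus 3 SD, cut at about 34% in these data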;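 further: 0% = IFN-gamma with DMSO and 100% = IFN-gamma with 300 µM nifuroxazide; values of inactives mirror those of a sister screen read the other way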
NF-kB expr up: raises NF-kB expression in human neuronal cells; actives 1.6% (n = 190,000); fold change at 12.5 µM; AID 1239; NF-kB reporter expression; active compounds read high; in the data active means fold change above about 3.3
The depositor's hits bear a star.

The opening 6 entries, to show the layout:
1	COc1ccc(S(=O)(=O)N2CCC(C(=O)N3CCc4ccccc4C3)CC2)cc1C
2	COc1cccc(C(=O)NC(=S)Nc2nnn(C)n2)c1
3	CS(=O)c1ccccc1-c1nc(-c2cccc(Cl)c2)no1 (stereo unspecified)
4	C=CCN1C=CC(=C/C=C(/C#N)C(=O)OCC)C=C1
5	CC(c1ccccc1)n1c(NCCCn2ccnc2)nc2c1c(=O)[nH]c(=O)n2C (stereo unspecified)
6	O=C(Nc1cccc2ccccc12)c1ccccc1NS(=O)(=O)c1cccc2cccnc12
compound no.	1	2	3	4	5	6
STAT1 activator	97	103	118	175*	102	108
RAM inhibit	2.6	1.2	4.5	-0.1	0.8	6.2
Hsp70 act	-0.5	-0.1	-0.3	-0.2	-0.1	-0.1
FLuc inh counter	-9	-2	7	82*	-4	-7
STAT3 blocker	-5	6	20	6	5	-2
APP transl inh	4	1	-3	-143	-7	7
APP 5'UTR act	-4	-1	3	143*	7	-7
STAT3 act	103	99	85	98	101	105
STAT1 blocker	3	-3	-20	-82	-2	-10
NF-kB expr up	0.88	1.1	1.4	4.6*	1	1.1

Main list, repeating the preview:
1	COc1ccc(S(=O)(=O)N2CCC(C(=O)N3CCc4ccccc4C3)CC2)cc1C
2	COc1cccc(C(=O)NC(=S)Nc2nnn(C)n2)c1
3	CS(=O)c1ccccc1-c1nc(-c2cccc(Cl)c2)no1 (stereo unspecified)
4	C=CCN1C=CC(=C/C=C(/C#N)C(=O)OCC)C=C1
5	CC(c1ccccc1)n1c(NCCCn2ccnc2)nc2c1c(=O)[nH]c(=O)n2C (stereo unspecified)
compound no.	1	2	3	4	5
STAT1 activator	97	103	118	175*	102
RAM inhibit	2.6	1.2	4.5	-0.1	0.8
Hsp70 act	-0.5	-0.1	-0.3	-0.2	-0.1
FLuc inh counter	-9	-2	7	82*	-4
STAT3 blocker	-5	6	20	6	5
APP transl inh	4	1	-3	-143	-7
APP 5'UTR act	-4	-1	3	143*	7
STAT3 act	103	99	85	98	101
STAT1 blocker	3	-3	-20	-82	-2
NF-kB expr up	0.88	1.1	1.4	4.6*	1

Taken from above.
Entry for entry 5 under APP 5'UTR act: 7
Entry for entry 3 under STAT3 act: 85
Entry for entry 1 under Hsp70 act: -0.5

The list goes on.
6	O=C(Nc1cccc2ccccc12)c1ccccc1NS(=O)(=O)c1cccc2cccnc12
7	Cc1cc(-c2csc(N)n2)c(C)n1C
8	Cc1ccc(C2NC(=S)NC3=C2N2CCC3CC2)cc1 (stereo unspecified)
9	CC(=O)N1CCN(Cc2nc3cc(NC(=O)c4ccc(Cl)cc4)ccc3n2C)CC1
10	CC(=O)Nc1cccc(OCC(=O)Nc2ccc(F)cc2)c1
compound no.	6	7	8	9	10
STAT1 activator	108	101	100	104	99
RAM inhibit	6.2	2.8	-0.8	2.6	0.0
Hsp70 act	-0.1	-0.5	-0.3	-0.6	-0.5
FLuc inh counter	-7	-8	1	-1	0
STAT3 blocker	-2	-3	4	25	3
APP transl inh	7	13	-3	5	-3
APP 5'UTR act	-7	-13	3	-5	3
STAT3 act	105	103	100	84	100
STAT1 blocker	-10	-1	0	-5	1
NF-kB expr up	1.1	0.96	0.78	1.1	1.2

11	COCCn1nnnc1CN1CCC(C)CC1
12	CCOC(=S)SCC(=O)N1CCc2ccccc2C1C1C(=O)CC(C)(C)CC1=O (stereo unspecified)
13	O=C(O)CC(SCC(=O)Nc1ccc(S(=O)(=O)N2CCCC2)cc1)C(=O)O (stereo unspecified)
14	N/C(=N\OS(=O)(=O)c1ccccc1)c1ccccn1
15	O=S(=O)(Nc1c(S(=O)(=O)c2ccccc2)c2nc3ccccc3nc2n1C1CCCCC1)c1ccccc1
compound no.	11	12	13	14	15
STAT1 activator	99	107	101	114	91
RAM inhibit	-0.1	1.9	0.1	-0.2	0.8
Hsp70 act	0.5	-0.5	0.0	0.4	-0.2
FLuc inh counter	-3	-10	-5	-3	-6
STAT3 blocker	1	-4	9	6	-26
APP transl inh	10	-6	-6	-8	-12
APP 5'UTR act	-10	6	6	8	11
STAT3 act	102	100	95	98	120
STAT1 blocker	1	-7	-2	-15	9
NF-kB expr up	1.8	1.2	0.96	0.97	0.93

16	OCCNc1ccc(Cl)cc1
17	COC(=O)c1cc(NC(=O)CN(c2cccc(OC)c2)S(=O)(=O)c2ccccc2)ccc1Cl
18	CC(C)CC(=O)NC1(C(F)(F)F)C(=O)Nc2c1c(=O)[nH]c(=O)n2Cc1ccco1 (stereo unspecified)
19	N#CCSc1nnc2sc3ccccc3n12
20	COCCCNS(=O)(=O)c1ccc(Cl)c(C(F)(F)F)c1
compound no.	16	17	18	19	20
STAT1 activator	107	94	106	103	94
RAM inhibit	-0.7	8.9*	-1.4	1.4	1.5
Hsp70 act	0.1	-0.1	-0.2	-0.2	-0.4
FLuc inh counter	-2	-12	-8	-8	-6
STAT3 blocker	4	4	2	10	3
APP transl inh	-19	-4	-3	6	1
APP 5'UTR act	19	4	3	-6	-1
STAT3 act	104	96	102	96	99
STAT1 blocker	-8	7	-7	-3	5
NF-kB expr up	1.2	0.48	1.3	1.2	0.86

21	Cc1cccc(C(=O)O/N=C(\N)c2cccc([N+](=O)[O-])c2)c1
22	Cc1ccccc1N1CCN(C(=O)C2CCCCC2)CC1
23	COc1ccc(CCN2CN(S(=O)(=O)c3ccc(C)cc3)c3nc4ccccc4nc32)cc1OC
24	COc1ccc(NC(C)=O)cc1NC(=O)CN1CCN(c2ccccn2)CC1
25	Cc1ccc(Nc2nc(N)nc(CSc3nccn3C)n2)cc1
compound no.	21	22	23	24	25
STAT1 activator	130*	109	103	98	146*
RAM inhibit	1.9	0.0	3.0	1.5	1.1
Hsp70 act	0.0	-0.2	-0.2	-0.2	0.1
FLuc inh counter	87*	-7	-6	-9	20
STAT3 blocker	3	7	1	1	-5
APP transl inh	-95	-10	0	-9	-140
APP 5'UTR act	95	10	0	9	140*
STAT3 act	107	98	97	105	108
STAT1 blocker	-33	-10	0	1	-50
NF-kB expr up	2.9	1.1	0.79	1	3.8*

26	Cn1c(SCC(=O)Nc2cccc(NC(=O)c3cccs3)c2)nnc1-c1ccncc1
27	COc1ccc(C)cc1NC(=O)C1CCCCC1C(=O)O (stereo unspecified)
28	FC(F)(F)c1cccnc1N1CCN(c2ncnc3nc[nH]c23)CC1
29	O=C(NCc1ccco1)c1cccc(NC(=O)c2ccco2)c1
30	c1cnc2ccc(C(c3nnnn3C3CCCCC3)N3CCCCC3)cc2c1 (stereo unspecified)
compound no.	26	27	28	29	30
STAT1 activator	102	104	97	89	98
RAM inhibit	3.4	2.5	0.8	0.3	0.9
Hsp70 act	-0.1	0.2	-0.5	-0.3	-0.2
FLuc inh counter	2	-5	-6	-2	-2
STAT3 blocker	11	10	15	4	-20
APP transl inh	-11	5	-7	7	3
APP 5'UTR act	11	-5	7	-7	-3
STAT3 act	93	96	88	97	120
STAT1 blocker	-3	-3	4	10	2
NF-kB expr up	0.83	0.9	1.4	1.3	1.1

31	Cn1ccnc1SCC(=O)Nc1cccc(S(=O)(=O)N2CCCCCC2)c1
32	Cc1ccc(C)c(C(=O)CSc2n[nH]c(C)n2)c1
33	O=C(CNC(=O)c1ccccc1Cl)OC1CCOC1=O (stereo unspecified)
34	COc1ccc(-c2[nH]ncc2CN2CCCC(C(=O)c3cccc(OC)c3)C2)cc1 (stereo unspecified)
35	C[C@@H](C(=O)NCc1ccccn1)[C@H]1C[C@]1(C)[C@H](NC(=O)OCc1ccccc1)c1ccccc1
compound no.	31	32	33	34	35
STAT1 activator	87	101	94	96	94
RAM inhibit	4.1	2.0	2.9	1.6	0.4
Hsp70 act	-0.1	0.1	0.1	-0.2	-0.1
FLuc inh counter	5	-4	-1	-5	0
STAT3 blocker	4	17	4	0	-5
APP transl inh	-15	-8	7	7	-6
APP 5'UTR act	15	8	-7	-7	6
STAT3 act	97	87	99	102	102
STAT1 blocker	15	-1	4	2	6
NF-kB expr up	1.1	1	1.1	0.88	0.67

36	Cc1[nH]c2ccccc2c1C(c1ccccn1)N1CCC(C)CC1 (stereo unspecified)
37	COCCNC(=S)N/N=C(\C)c1ccc2cc(OC)ccc2c1
38	Cc1ccc(NC(=O)CC2C(=O)NCCN2C(=S)Nc2ccccc2)c(C)c1 (stereo unspecified)
39	CCCN1C(=O)/C(=c2\s/c(=C3\C=Cc4ccccc4N3CC)c(=O)n2-c2ccccc2)SC1=S
40	CC(C)CC(=O)Nc1cccc(-c2cn3ccsc3n2)c1
compound no.	36	37	38	39	40
STAT1 activator	108	101	104	103	114
RAM inhibit	-0.5	4.2	0.1	1.4	2.6
Hsp70 act	-0.3	-0.1	-0.4	-0.4	0.9
FLuc inh counter	-12	0	-2	-1	48
STAT3 blocker	10	8	4	-6	3
APP transl inh	-2	10	8	26	-32
APP 5'UTR act	2	-10	-8	-26	32
STAT3 act	94	92	100	101	99
STAT1 blocker	-9	-1	-4	-3	-17
NF-kB expr up	1.3	1.6	0.78	1.1	1.4

41	COc1ccc(C(C)=O)cc1COC(=O)CNC(=O)c1cc(C)cc(C)c1
42	Cc1ccc2nc(SCC(=O)Nc3ccccc3N3CCOCC3)c(C#N)cc2c1
43	CC(C)OCc1c(C(=O)OC/C(O)=C(\C#N)c2nc3ccccc3[nH]2)oc2ccccc12
44	CCN1CCN(C(c2cccs2)C(C)NC(=O)NC2CCCCC2)CC1 (stereo unspecified)
45	O=C(Nc1ccc(O)cc1C(=O)O)c1cccc(Br)c1
compound no.	41	42	43	44	45
STAT1 activator	104	100	101	91	96
RAM inhibit	0.5	2.2	5.3	1.1	1.2
Hsp70 act	-0.2	-0.6	0.9	-0.4	0.0
FLuc inh counter	0	-2	-4	-5	12
STAT3 blocker	-3	7	10	5	-6
APP transl inh	3	4	11	-1	3
APP 5'UTR act	-3	-3	-11	1	-3
STAT3 act	105	95	97	100	111
STAT1 blocker	-4	0	-2	10	3
NF-kB expr up	1.1	1.1	0.9	1.1	1

46	COc1ccc2oc(=Nc3cccc(F)c3)c(C(N)=O)cc2c1
47	Cc1c(NC(=O)CN2C(=O)NC3(CCC(C)CC3)C2=O)c(=O)n(-c2ccccc2)n1C (stereo unspecified)
48	CCC(C)(C(=O)NC1CCCCC1)N(C(=O)c1ccccn1)c1ccc(C)cc1 (stereo unspecified)
49	Cc1c(C(=O)N2CCCC2)oc2c1-c1[nH]ncc1CC2
50	Cc1ccc2c(c1)nnn2C1CCN(CC(=O)NCCc2nc3ccccc3[nH]2)CC1
51	CC(=O)N(c1ccccc1)c1nc(/C=C/C(=O)O)cs1
52	Cc1cc(S(=O)(=O)N2CCN(Cc3ccc4c(c3)OCO4)CC2)cc(C)c1N1CCCC1=O
53	C=CCn1cccc(/C=C/C(=O)c2ccc(C(C)(C)C)cc2)c1=S
compound no.	46	47	48	49	50	51	52	53
STAT1 activator	123	96	102	92	99	92	104	103
RAM inhibit	2.4	1.1	-1.1	1.6	2.3	1.2	-0.9	17*
Hsp70 act	-0.3	0.0	-0.1	-0.1	-0.1	0.6	-0.1	-0.2
FLuc inh counter	-5	-5	-5	8	-1	-8	-8	2
STAT3 blocker	12	2	1	29	8	8	-12	7
APP transl inh	-7	-6	-1	38	-5	-17	22	14
APP 5'UTR act	7	6	1	-38	5	17	-22	-14
STAT3 act	92	100	103	75	102	95	110	97
STAT1 blocker	-28	4	-2	8	1	8	-3	-3
NF-kB expr up	1.2	1.2	0.82	1.3	1.3	1.1	0.88	1.3
